High-throughput results from PubChem.
TDP2 inh = blocks human TDP2 phosphodiesterase activity; O95551; recombinant TDP2, T5PNP hydrolysis, p-nitrophenol absorbance 415 nm; inhibition, % at 12.8 µM; 0.34% of 370,000 active; AID 720702;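 active means inhibition above the mean of all tested compounds plus 3 SD, set per campaign, cut at about 25% in these data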;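 further: 0% = DMSO with enzyme and 100% = buffer with substrate but no TDP2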
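Assay system: Recombinant human TDP2 | Quantity: 120 nM TDP2 per well | Incubation: 2 h at 37 °C | Signal: Epi absorbance | Evaluation: Percent inhibition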
TCR-CD3 inh = human TCR-CD3 binding inhibition | 0.37% of 360,000 active | inhibition, % at 9.4 µM | TAMRA-labeled TCR probe fluorescence, biochemical; in the data active means inhibition above about 19%;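 further: recombinant mutant TCR 2C K166C tagged with TAMRA read by polarization; 0% = receptor in buffer alone and 100% = receptor with positive control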
SIAE inh = blocks human sialic acid acetylesterase; Q9HAT2; SIAE FP-Rh probe binding, fluorescence polarization; inhibition, % at 9.66 µM; 0.69% of 370,000 active; AID 1053197;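 active means inhibition above a cutoff: mean of compounds within the control limits plus 3 SD of those, cut at about 17% in these data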;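 further: 0% = plate median of compound wells and 100% = probe without SIAE protein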
ABHD4 inh = inhibits mouse alpha/beta hydrolase domain 4; Q8VD66; purified mABHD4, FP-Rh probe fluorescence polarization; inhibition, % at 8.92 µM; 0.54% of 370,000 active; AID 720543;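 active means inhibition exceeding the mean over every tested compound plus 3 SD, cut at about 30% in these data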;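 further: 0% = plate median of compound wells and 100% = S159A mutant with DMSO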
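Test system: mouse ABHD4 enzyme, wild type. Reagent: FP-Rh fluorescent activity-based probe, added after compound pre-incubation. Timing: pre-incubation 45 min, probe exposure 60 min, at 25 °C. Technique: FP readout, ex 525 nm / em 598 nm. Benchmarks: high control S159A mutant with DMSO, low control median of compound wells.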
rCAG binder = molecules binding r(CAG) RNA repeats. AID 651821. r(CAG) RNA repeat, TO-PRO-1 dye displacement fluorescence. 1.3% of 370,000 active. inhibition, % at 3 µM;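 active means inhibition above the plate cutoff, the mean of all test compounds on that plate plus 3 SD, cut at about 35% in these data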;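 further: 0% = DMSO alone and 100% = 100 µM mitoxantrone as full dye displacement; higher means more dye released from RNA so lower well fluorescence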
LEDGF integ inh = blocks HIV-1 LEDGF/p75-dependent DNA integration. TR-FRET IN-LEDGF/p75 DNA integration, Eu/Cy5. inhibition, % at 3.7 µM. 0.64% of 370,000 active. AID 743269;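 active means inhibition above the screen-wide mean plus 3 SD, cut at about 13% in these data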;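 further: signal is the Cy5 over europium emission ratio at 671 and 618 nm; 0% = plate median of compound wells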
PRMT1 inh = PRMT1 (human) inhibition, primary screen | Q99873 | recombinant PRMT1, activity-based probe fluorescence polarization | inhibition, % at 2.79 µM | 1.3% of 370,000 active | AID 652257;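 active means inhibition above about 21% made by adding two undisclosed values, limit read from the data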
MBD2 DNA inh = MBD2-methylated oligo binding inhibition | 0.31% of 370,000 active | inhibition, % at 4.4 µM | Q9UBB5 | TR-FRET, MBD2 binding to methylated oligonucleotide | AID 686964; in the data active means inhibition above about 13%
Target sequence (Q9UBB5 whole entry, looked up): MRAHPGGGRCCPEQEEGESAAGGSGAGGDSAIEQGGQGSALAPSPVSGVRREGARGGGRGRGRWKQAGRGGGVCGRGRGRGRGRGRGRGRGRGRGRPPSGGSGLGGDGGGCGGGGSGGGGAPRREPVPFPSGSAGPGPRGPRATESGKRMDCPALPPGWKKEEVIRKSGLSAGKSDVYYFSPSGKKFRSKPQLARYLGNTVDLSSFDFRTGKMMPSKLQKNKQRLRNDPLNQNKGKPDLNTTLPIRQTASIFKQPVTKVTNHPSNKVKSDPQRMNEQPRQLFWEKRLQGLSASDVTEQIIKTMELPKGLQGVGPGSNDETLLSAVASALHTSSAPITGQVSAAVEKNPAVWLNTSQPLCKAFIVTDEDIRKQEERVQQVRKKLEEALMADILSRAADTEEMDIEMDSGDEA
GC-B act = GC-B (human) receptor activation. P20594. HEK293-GC-B cells, CNP EC30, cGMP TR-FRET; 0% at EC30 CNP, 100% saturating CNP. activation, % at 10 µM. 0.11% of 370,000 active;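 active means activation at 10 µM reaching about 35% in either raw or pattern-adjusted values, limit read from the data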
HTRA1 inh = blocks human HTRA1 serine peptidase; 0.5% of 340,000 active; AID 504803; recombinant HTRA1, FP-rhodamine activity-based probe, fluorescence polarization; inhibition, % at 5.96 µM; in the data active means inhibition above about 36%;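 further: 0% = enzyme with DMSO and 100% = wells lacking enzyme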
Target sequence (Q92743 whole entry, looked up): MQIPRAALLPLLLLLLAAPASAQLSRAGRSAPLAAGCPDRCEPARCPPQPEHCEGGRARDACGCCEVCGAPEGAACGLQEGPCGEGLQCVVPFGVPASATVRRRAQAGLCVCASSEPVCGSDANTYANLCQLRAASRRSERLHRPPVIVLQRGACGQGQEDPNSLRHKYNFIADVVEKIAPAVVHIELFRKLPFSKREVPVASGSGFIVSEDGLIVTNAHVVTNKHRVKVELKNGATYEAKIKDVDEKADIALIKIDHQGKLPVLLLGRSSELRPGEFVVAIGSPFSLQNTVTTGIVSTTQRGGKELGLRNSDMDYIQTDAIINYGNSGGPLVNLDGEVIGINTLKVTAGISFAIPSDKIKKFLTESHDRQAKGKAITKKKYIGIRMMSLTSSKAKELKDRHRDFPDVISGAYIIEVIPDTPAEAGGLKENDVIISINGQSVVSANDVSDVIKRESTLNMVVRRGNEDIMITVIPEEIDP
* hit, by the source's call; nt = not tested or not shown; & = joins results of further samples. Some of the compounds tested; the hit share may differ from the screen's.

The line under a structure holds: TDP2 inh | TCR-CD3 inh | SIAE inh | ABHD4 inh | rCAG binder | LEDGF integ inh | PRMT1 inh | MBD2 DNA inh | GC-B act | HTRA1 inh
- COc1ccc(C(=O)Nc2ccc(S(=O)(=O)N3CCc4ccccc43)cc2)cc1
 : -8 | 3 | -115 | -98 | 14 | -2 | 0 | 3 | -6 | -99
- CCCCCCCN1CCN=C1Nc1ccccc1
 : 4 | 6 | -3 | 0 | 3 | 0 | 1 | -3 | -3 | 0
- CCOC(=O)N/N=C/c1ccc(OC)c(O)c1
 : 11 | -2 | 0 | 0 | 0 | 2 | -3 | 3 | -9 | -4
- Cc1cc(NC(=O)C(C)SCC(=O)N(C)CC(=O)Nc2ccc(Br)cc2C)no1 (centres undefined)
 : -11 | 0 | 5 | 1 | -2 | -2 | 2 | 2 | -5 | -8
- CCN(CC)C(=O)Cn1cc(C(=O)C(=O)NCCc2ccc(S(N)(=O)=O)cc2)c2ccccc21
 : -7 | 7 | -2 | -1 | 4 | 1 | 0 | 1 | -1 | -8
- Cn1[nH]c(C(F)(F)F)cc1=O
 : -4 | 13 | 4 | 7 | 0 | 4 | -3 | -4 | -2 | 9
- Cc1cccc(C(=O)N(Cc2nc3ccccc3c(=O)[nH]2)C2CCCC2)c1
 : -1 | 4 | 6 | -2 | -6 | -2 | -3 | 1 | -3 | -8
- CN(C)c1nc(Nc2ccc(F)cc2)nc(Oc2ccc(F)cc2)n1
 : 11 | -11 | -3 | -6 | -1 | 0 | 3 | 0 | -3 | -16
- Cn1c(N)c(C(=O)COC(=O)c2ncc(Cl)c(Cl)c2Cl)c(=O)n(C)c1=O
 : 2 | -3 | -1 | 2 | -3 | -2 | 5 | 2 | 3 | 2
- CCCn1c(NC(=O)c2ccc(F)cc2)nc2ccccc21
 : -9 | 0 | 0 | -7 | -3 | 7 | -3 | 3 | -2 | 0
- COc1ccc(S(=O)(=O)N(C)C[C@H]2Oc3c(NC(=O)c4ccncc4)cccc3C(=O)N([C@H](C)CO)C[C@@H]2C)cc1
 : 1 | -3 | 1 | 0 | 1 | 2 | -1 | 5 | 10 | 2
- CCOC(=O)c1cnc(SCC(=O)Nc2ccc(NC(C)=O)c(OC)c2)nc1N
 : -11 | 1 | 4 | 2 | -3 | 1 | 1 | 3 | -3 | 3
- Cc1ccc(-n2c(N)c(C(=O)N3CCOCC3)sc2=S)c(C)c1
 : -2 | 2 | 6 | 0 | -2 | 1 | 2 | -3 | -1 | -3
- Cc1ccccc1NC(=O)COC(=O)Cc1ccsc1
 : -15 | 0 | 0 | 5 | -4 | 0 | -1 | 6 | -5 | -1
- CN(CCNC(=O)c1cc2c(-c3ccccc3F)nn(C)c2s1)C1CCCCC1
 : 3 | -1 | -3 | 21 | 6 | 2 | 5 | 5 | -8 | -18

The list continues.
The line under a structure holds: TDP2 inh | TCR-CD3 inh | SIAE inh | ABHD4 inh | rCAG binder | LEDGF integ inh | PRMT1 inh | MBD2 DNA inh | GC-B act | HTRA1 inh
- O=C(CN1C(=O)CCC1=O)Nc1cccc(NC(=O)CN2C(=O)CCC2=O)c1
 : 7 | 2 | -3 | 0 | 1 | 1 | -1 | -1 | 2 | -3
- CCOC(=O)C1CCN(C(=O)CN(c2ccc(Oc3ccccc3)cc2)S(C)(=O)=O)CC1
 : -27 | 0 | -6 | -21 | -4 | 13 | -3 | 2 | -7 | 0
- CC(=O)C[C@H]1SC[C@@H](C(C)C)N1S(=O)(=O)c1ccc(C)cc1
 : 11 | -3 | -3 | -6 | 0 | 1 | 3 | -6 | -2 | nt
- O=C(CC[C@H]1O[C@@H](n2cnc3c(NC(=O)c4ccccc4)ncnc32)[C@H](O)[C@@H]1O)NCc1ccc(OC(F)(F)F)cc1
 : 4 | -1 | -2 | -5 | -2 | -5 | 2 | -5 | -5 | nt
- O=C(NCCCO)c1ccc2[nH]c3ccccc3c2c1
 : -3 | 5 | 0 | -1 | 0 | -1 | -1 | 4 | -6 | 1
- O=C(COC(=O)c1cc[n+]([O-])cc1)Nc1ccc([N+](=O)[O-])cc1C(F)(F)F
 : 11 | 1 | 0 | 0 | 3 | 5 | -3 | 3 | 6 | 4
- COc1ccc(Cn2nc(-c3ccccc3)c(N3CCCCC3)cc2=O)cc1
 : 0 | 0 | -3 | -1 | 0 | 1 | -3 | -3 | 27 | -39
- COC(=O)c1ccc(C2c3[nH]c4ccccc4c3C[C@H]3C(=O)N(C4CC4)CC(=O)N23)cc1 (some centres undefined)
 : -2 | 4 | 13 | -8 | -4 | 4 | 0 | 3 | 24 | 4
- COc1ccc(C(=O)NCC(c2ccc(F)cc2)N2CCOCC2)cc1S(=O)(=O)N1CCCC1 (centres undefined)
 : -3 | 4 | 0 | 0 | 3 | -2 | 1 | -6 | 2 | -4
- O=C(Nc1ccc(Cl)cc1)N(C1=NCCC1)c1ccc(OC(F)F)cc1
 : 3 | 3 | 3 | 1 | 1 | -2 | -1 | 0 | 1 | -14
- O=C(CSC(=S)N1CCCC1)NCC(=O)Nc1ccc(F)c(F)c1
 : -3 | -11 | 2 | -2 | -3 | -4 | 2 | 3 | 4 | -6
- O=S1(=O)C=CCN1Cc1cn(Cc2ccc(C(F)(F)F)cc2)nn1
 : 7 | nt | 10 | 1 | -1 | 0 | -2 | 5 | -2 | nt
- O=C(NCc1ccc(Cl)cc1)c1cc(-c2ccco2)on1
 : -4 | -7 | -22 | -7 | 4 | 2 | 2 | 7 | 0 | -3
- Cc1ccc(Nc2nnc(-c3ccncc3)s2)c(Br)c1
 : 4 | -2 | 4 | 10 | -1 | 1 | -1 | 6 | -4 | 0
- O=C(CN(c1ccc(F)cc1)S(=O)(=O)c1ccc2c(c1)OCCO2)NCC1CCCO1 (centres undefined)
 : 5 | -1 | 2 | 5 | -4 | -1 | -1 | 2 | 3 | 4

(next part)
The line under a structure holds: TDP2 inh | TCR-CD3 inh | SIAE inh | ABHD4 inh | rCAG binder | LEDGF integ inh | PRMT1 inh | MBD2 DNA inh | GC-B act | HTRA1 inh
- CC(=O)c1cccc(NC(=O)CCC(=O)Oc2ccc(C)cc2)c1
 : 1 | 7 | 6 | 3 | 0 | 0 | 0 | -1 | 2 | -4
- Cc1ccccc1CS(=O)(=O)c1nnc([C@H](CC(C)C)NC(=O)OC(C)(C)C)o1
 : 5 | -9 | -7 | 25 | -5 | -6 | 27* | -3 | -5 | 1
- CCOC(=O)C1=NOC(CNc2ncc(C(F)(F)F)cc2Cl)C1 (centres undefined)
 : -4 | -3 | 0 | -8 | -6 | -3 | 3 | 2 | -3 | -10
- COc1cccc(N2CCN(C(=O)C3C4C=CC5(CN(Cc6ccccc6Cl)C(=O)C35)O4)CC2)c1 (centres undefined)
 : -6 | -1 | 0 | -3 | -7 | -1 | 0 | 0 | 3 | 5
- COc1ccc2occ(C(=O)c3ccc(N)cc3)c2c1
 : -12 | -3 | 0 | -5 | 0 | 6 | -2 | 2 | -1 | -19
- COc1ccc(/C=C/C(=O)NCC(=O)N=Nc2c(O)[nH]c3ccc([N+](=O)[O-])cc23)cc1
 : 15 | 13 | -2 | 13 | 30 | -2 | 3 | -3 | -8 | 2
- Cn1ncc2c(NNC(=O)Cc3ccccc3)ncnc21
 : -1 | 0 | 12 | -3 | 1 | -1 | 0 | 0 | 2 | 4
- COc1ccc(S(=O)(=O)N(CC(=O)NCc2ccccn2)c2ccc(Cl)cc2)cc1
 : -18 | -3 | -5 | -4 | 1 | -1 | -1 | -3 | -2 | 1
- Cc1oc2cc3oc(=O)c(CCC(=O)NCCCn4ccnc4)c(C)c3cc2c1C
 : 3 | -7 | -4 | 0 | -4 | -2 | -1 | 4 | 13 | -6
- O=C(Nc1nc(SCc2ccc(F)cc2)ns1)c1ccco1
 : 7 | -5 | -11 | -22 | 7 | 2 | 1 | 0 | 2 | -12
- COCCCn1cnc2oc3nc4ccccc4nc3c2c1=O
 : 4 | 5 | -2 | -5 | -3 | -1 | -1 | 2 | 3 | 4
- C/C(CC(=O)NC(C)c1ccccc1)=N\NC(N)=S (centres undefined)
 : -3 | -9 | -6 | -19 | -6 | -2 | 6 | 7 | 0 | 5
- Cc1ccc(C)c(Cn2c(CN(C)Cc3ccccc3)nc3c2c(=O)n(C)c(=O)n3C)c1
 : 5 | -1 | 1 | -6 | 0 | 0 | -4 | -2 | -7 | -3
- CCOC(=O)c1cc(-c2cccnc2)nn1-c1ccccc1
 : 6 | 2 | -3 | 8 | -5 | 0 | 0 | -4 | -1 | 7
- COCCn1c(SCC(=O)Nc2cccnc2Cl)nc2ccccc2c1=O
 : -9 | -6 | -2 | -18 | 2 | -2 | 8 | 3 | -2 | -1

The list continues:
The line under a structure holds: TDP2 inh | TCR-CD3 inh | SIAE inh | ABHD4 inh | rCAG binder | LEDGF integ inh | PRMT1 inh | MBD2 DNA inh | GC-B act | HTRA1 inh
- CN1CCN(CCCNC(=O)CCC(=O)N2CCOc3ccccc32)CC1
 : 10 | 5 | 0 | 5 | 2 | 1 | -3 | 0 | 6 | -6
- O=C(CCNC(=O)c1ccco1)NCCc1c[nH]c2ccccc12
 : -4 | 2 | 14 | 0 | 3 | -3 | -2 | -4 | 2 | 1
- COc1ccccc1NC(=O)COC(=O)C1=NN(c2ccccc2)C(=O)CC1
 : 12 | -1 | 0 | 2 | 1 | -4 | -1 | -3 | 1 | -2
- C(=C\c1ccccn1)/c1cccnc1
 : -2 | -5 | 2 | 5 | 2 | 3 | -1 | 0 | 2 | -1
- CC(=O)Nc1ccc(NC(=O)C(C)OC(=O)CSc2ccc(Br)cc2C)cc1 (centres undefined)
 : -9 | -2 | 2 | 4 | 1 | -8 | 6 | 0 | -2 | -11
- CCN(CC)S(=O)(=O)c1cccc(C(=O)N[C@H](C(=O)NCc2ccccc2F)C(C)C)c1
 : -6 | -4 | 1 | -6 | -4 | 7 | -1 | 2 | 10 | -5
- Cc1cc(NC(=O)c2ccc([N+](=O)[O-])cc2Cl)no1
 : 11 | 1 | -1 | 2 | -1 | -2 | -3 | 1 | 3 | -8
- CCOc1ccc(C2c3c(oc4cc(C)c(C)cc4c3=O)C(=O)N2CCCN(C)C)cc1OC (centres undefined)
 : -16 | -1 | -10 | -8 | 18 | 9 | -2 | -2 | -2 | -7
- CCCn1c(SCC(=O)c2c[nH]c3ccccc23)nnc1-c1ccncc1
 : 4 | -8 | -4 | 5 | 7 | -5 | 2 | 0 | -1 | -16
- COc1ccccc1CNC(=O)CCC(=O)n1ncc2cc(C)ccc21
 : 0 | 6 | -1 | 4 | 7 | -2 | -3 | -11 | -2 | -6
- CCCn1c(O)c(N=NC(=O)CNC(=O)c2ccncc2)c2ccccc21
 : -4 | -6 | 5 | 5 | -2 | -4 | 2 | 0 | -3 | -2
- Cc1c(C(=O)N2CCCCCC2)oc2ccccc12
 : -6 | 3 | -7 | 8 | -2 | 0 | -1 | 6 | -2 | -1
- CCc1ccc(OCC(O)CN2CCN(c3ccccc3)CC2)cc1 (centres undefined)
 : -16&-5 | 2&-2 | 4&-7 | 5&-3 | -1&-10 | 0&-2 | -4&4 | -2&9 | 4&-2 | 0&-6
- COC(=O)[C@H](C)NC(=O)c1cc2c(cn1)[nH]c1ccccc12
 : 5 | -4 | 0 | 4 | 3 | -1 | 9 | 4 | 5 | -7
- c1csc(CCCN2CCCCC2)c1
 : -11 | -5 | -3 | -3 | 0 | -7 | 0 | 1 | -3 | 4
